# USP28 inh – blocks human USP28 ubiquitin-rhodamine cleavage; 47,000 compounds, 3% hits; inhibition, % at 25 µM; AID 1645857; Q96RU2; purified USP28, Ub-rhodamine cleavage fluorescence, 30 min
# OTUD3 inh – human OTUD3 deubiquitinase inhibition. Q5T2D3. purified OTUD3, Ub-rhodamine fluorescence, 2 h. inhibition, % at 25 µM. 47,000 compounds, 0.7% hits. AID 1645858
# USP30 block – human USP30 deubiquitinase inhibition. purified USP30, Ub-rhodamine cleavage fluorescence. inhibition, % at 25 µM. 47,000 compounds, 5.3% hits. AID 1645860
# USP10 inh – blocks human USP10 ubiquitin-rhodamine cleavage; Q14694; purified USP10, Ub-rhodamine fluorescence, 60 min; inhibition, % at 20 µM; 47,000 compounds, 1.1% hits; AID 1645856
# Target sequence (Q14694 whole entry, looked up): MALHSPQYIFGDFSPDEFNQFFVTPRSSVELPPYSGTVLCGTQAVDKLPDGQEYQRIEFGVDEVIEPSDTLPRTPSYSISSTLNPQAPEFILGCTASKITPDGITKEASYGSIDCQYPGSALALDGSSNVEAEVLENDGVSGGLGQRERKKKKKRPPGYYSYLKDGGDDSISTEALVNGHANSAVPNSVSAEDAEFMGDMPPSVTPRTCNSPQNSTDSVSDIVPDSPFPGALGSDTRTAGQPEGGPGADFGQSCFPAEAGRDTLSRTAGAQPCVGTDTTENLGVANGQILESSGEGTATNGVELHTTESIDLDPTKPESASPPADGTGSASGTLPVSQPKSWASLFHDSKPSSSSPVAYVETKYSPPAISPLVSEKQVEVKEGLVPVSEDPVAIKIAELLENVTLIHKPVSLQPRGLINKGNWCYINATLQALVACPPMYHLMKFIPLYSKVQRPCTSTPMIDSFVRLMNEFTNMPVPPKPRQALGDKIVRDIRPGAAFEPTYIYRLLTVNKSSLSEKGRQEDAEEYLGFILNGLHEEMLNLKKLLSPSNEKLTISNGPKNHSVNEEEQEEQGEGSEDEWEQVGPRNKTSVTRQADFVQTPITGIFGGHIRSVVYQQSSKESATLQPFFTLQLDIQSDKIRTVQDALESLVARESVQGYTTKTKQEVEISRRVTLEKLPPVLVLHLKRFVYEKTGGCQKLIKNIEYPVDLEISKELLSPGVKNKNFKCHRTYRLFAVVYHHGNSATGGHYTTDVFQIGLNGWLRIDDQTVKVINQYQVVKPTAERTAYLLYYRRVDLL
# USP17 inh – human USP17-like deubiquitinase inhibition; A8MUK1; 47,000 compounds, 6.5% hits; inhibition, % at 50 µM; AID 1645855; purified USP17, Ub-rhodamine cleavage fluorescence, 3 h
# UCHL1 inh – human UCHL1 deubiquitinase inhibition; P09936; purified UCHL1, Ub-rhodamine cleavage fluorescence; inhibition, % at 20 µM; 47,000 compounds, 0.2% hits; AID 1645859
# Target sequence (P09936 whole entry, looked up): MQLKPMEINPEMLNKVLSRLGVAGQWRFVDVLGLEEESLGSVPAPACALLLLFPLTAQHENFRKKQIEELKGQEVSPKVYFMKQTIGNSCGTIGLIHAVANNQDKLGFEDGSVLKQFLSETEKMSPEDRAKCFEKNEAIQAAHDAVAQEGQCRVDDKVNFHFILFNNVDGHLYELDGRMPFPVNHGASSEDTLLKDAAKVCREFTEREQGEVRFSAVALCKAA
# USP8 block – inhibitors of human USP8 deubiquitinase; purified USP8, Ub-rhodamine cleavage fluorescence, 30 min; 47,000 compounds, 4.2% hits; inhibition, % at 20 µM
# USP7 inh – inhibitors of human USP7 deubiquitinase; Q93009; purified USP7, Ub-rhodamine cleavage fluorescence; inhibition, % at 20 µM; 47,000 compounds, 0.3% hits; AID 1645854
# Starred values were filed as active, the others as inactive; nt = no result given. Rule as the data show it: active = inhibition above about 30%; inactive = the rest.
# The first 4 entries, to show the layout:
nr	SMILES	USP28 inh	OTUD3 inh	USP30 block	USP10 inh	USP17 inh	UCHL1 inh	USP8 block	USP7 inh
1	O=c1[nH]c(-c2ccncc2)nc2c1CCN(Cc1cccc(Cl)c1)C2	-0.7	-7.3	-4.3	-2.0	1.5	-8.4	-3.1	-5.0
2	CCN(CC)S(=O)(=O)c1ccc2c(c1)nc(CCC(=O)O)n2C	-24.4	-20.7	-64.0	-3.0	-39.8	-5.2	-16.2	-6.7
3	CCN1CCN(c2nc3c(c(=O)[nH]c(=O)n3C)n2CCc2ccccc2)CC1	3.2	2.4	13.1	3.4	7.1	0.0	1.7	1.2
4	COc1cccc(CC(=O)NC2CC3(CCOCC3)Oc3ccccc32)c1 (stereo not drawn)	-13.5	0.1	4.6	1.0	0.5	-2.7	3.7	-6.6

# This part in full, previewed entries included:
nr	SMILES	USP28 inh	OTUD3 inh	USP30 block	USP10 inh	USP17 inh	UCHL1 inh	USP8 block	USP7 inh
1	O=c1[nH]c(-c2ccncc2)nc2c1CCN(Cc1cccc(Cl)c1)C2	-0.7	-7.3	-4.3	-2.0	1.5	-8.4	-3.1	-5.0
2	CCN(CC)S(=O)(=O)c1ccc2c(c1)nc(CCC(=O)O)n2C	-24.4	-20.7	-64.0	-3.0	-39.8	-5.2	-16.2	-6.7
3	CCN1CCN(c2nc3c(c(=O)[nH]c(=O)n3C)n2CCc2ccccc2)CC1	3.2	2.4	13.1	3.4	7.1	0.0	1.7	1.2
4	COc1cccc(CC(=O)NC2CC3(CCOCC3)Oc3ccccc32)c1 (stereo not drawn)	-13.5	0.1	4.6	1.0	0.5	-2.7	3.7	-6.6
5	CCCn1c(=O)c2nscc2n(CC(=O)Nc2ccc(F)c(F)c2)c1=O	-0.7	-0.9	-4.3	-3.2	-9.3	-0.7	-11.5	-12.6
6	O=C(Nc1nc2c(Cl)cccc2s1)c1cc2ccccc2oc1=O	-12.5	-1.3	-0.6	4.8	4.8	-2.9	16.5	-1.8
7	O=C(c1cccs1)[C@H]1C(/C=C/c2ccccc2)=NO[C@]12C(=O)Nc1ccccc12	7.4	5.2	-10.3	2.7	16.3	7.6	18.1	12.1
8	Cc1ncc2c(n1)CCN(S(=O)(=O)c1ccc(Cl)cc1)C2	-18.9	-14.0	-60.9	-6.2	-22.9	-5.0	0.4	-2.5
9	Cc1ccc(NC(=O)N2CCC3(CC2)C(=O)Nc2ccccc23)cc1	4.5	2.6	13.3	3.8	4.5	3.2	-16.6	0.7
10	N#Cc1ccc(-c2cccc(C(F)(F)F)c2)n(Cc2c(F)cccc2Cl)c1=O	13.8	5.5	17.6	5.7	15.3	3.4	17.7	7.5
11	COc1cccc(NC(=O)c2cnc(N3CCCC3)nc2C)c1	18.7	3.6	0.0	-0.6	-3.4	2.0	4.2	1.0
12	CCc1cc(=O)[nH]c(NC2CCN(C3CCCCC3)CC2)n1	0.0	16.5	18.9	-0.8	0.1	1.7	-4.1	3.3

# (continued)
nr	SMILES	USP28 inh	OTUD3 inh	USP30 block	USP10 inh	USP17 inh	UCHL1 inh	USP8 block	USP7 inh
13	COc1ccc([C@H]2C[C@@H](NC(C)=O)[C@@H]3CCCC[C@H]3O2)cc1O	-4.2	-0.5	-0.7	-0.7	-0.6	-2.6	7.6	-0.4
14	Cc1ccc(-n2nnc(C(=O)NCc3ccncc3)c2-c2cccnc2)cc1	-1.2	-4.4	6.8	0.9	1.9	-1.3	0.3	1.9
15	N=c1sccn1CC(=O)Nc1ccc(Oc2ccccc2)cc1	37.1*	4.5	9.9	-7.1	0.5	-2.3	-2.6	-68.0
16	COc1ccccc1NC(=O)N1C[C@@H]2OCC(=O)N(Cc3ccccn3)[C@@H]2C1	-7.2	-11.7	-7.8	0.5	-1.7	-2.7	10.3	2.1
17	COc1ccc(CC(=O)Nc2ccc3c(c2)CCC3)cc1S(=O)(=O)N1CCOCC1	0.9	-4.7	-10.7	-1.8	-13.3	0.5	0.4	-4.5
18	O=S(=O)(Nc1cc(S(=O)(=O)N2CCCCC2)ccc1O)c1ccc2c(c1)OCCCO2	11.4	4.3	0.0	7.5	34.4*	2.5	82.7*	3.0
19	CCOC(=O)C1CCCN(C(=O)c2cc3c(=O)n4ccccc4nc3s2)C1 (stereo not drawn)	10.6	1.7	10.7	0.1	-0.2	1.4	-1.1	0.8
20	CC1(C)CC(=O)c2cnc(NC(=O)c3ccco3)nc2C1	-1.2	2.4	8.9	0.5	6.1	-2.9	0.3	-5.0
21	COc1cccc(C(=O)N[C@@H]2C[C@@H](Oc3cccc(F)c3)[C@H](O)[C@H]2O)c1	-5.2	-8.7	1.7	1.7	-3.4	-3.4	-17.7	-2.1
22	O=C1CCCC[C@]2(CN(C(=O)Cn3nnc4ccccc43)C[C@H]2c2ccccc2F)N1	12.4	8.8	7.9	-0.2	7.6	-0.1	14.9	0.2
23	O=C1NC2(CCN(C(=O)c3ccc(F)cc3)CC2)N=C1c1ccc(Cl)cc1	1.9	12.6	12.2	2.8	3.4	1.4	-220.7	-22.8
24	Cc1ccc(Cc2nc(-c3ccc(=O)[nH]c3)no2)cc1	91.2*	5.3	-3.1	1.0	0.0	1.2	-4.4	-16.9

# Further entries follow.
nr	SMILES	USP28 inh	OTUD3 inh	USP30 block	USP10 inh	USP17 inh	UCHL1 inh	USP8 block	USP7 inh
25	O=C(Cc1ccccc1[N+](=O)[O-])Nc1ccc(S(=O)(=O)Nc2ccccc2Cl)cc1	-9.7	-1.3	4.7	15.0	21.3	2.3	-72.8	8.4
26	NC(=O)C1Cn2ccnc2C2(CCN(C(=O)NCCc3ccccc3)CC2)O1 (stereo not drawn)	-7.1	-1.1	-18.5	-1.4	-31.7	-0.4	-246.1	0.0
27	CC(C)(C)C(=O)C1C2C(=O)N(c3ccc4c(c3)OCO4)C(=O)C2C2c3ccccc3C=CN12 (stereo not drawn)	64.2*	55.5*	-17.5	20.8	69.0*	11.1	53.3*	-27.4
28	CC(C)c1ccc(NC(=O)c2c(-c3ccccc3)nnc3ccccc23)cc1	4.1	3.0	23.6	0.0	8.4	1.2	18.3	5.4
29	O=C(c1cc(-c2ccncc2)nc2ccccc12)N1CCN(Cc2ccccc2)CC1	10.4	2.9	8.8	-1.7	0.4	5.1	13.5	5.6
30	CCCn1nccc1-c1cncc(C2CCCN(S(C)(=O)=O)C2)n1 (stereo not drawn)	-2.1	0.9	4.1	-0.8	1.2	-1.3	-4.5	1.3
31	CC1CCC(NC(=O)C2(C)Cc3ccccc3C(=O)N2C2CCCCC2)CC1 (stereo not drawn)	9.2	17.3	30.2*	0.8	13.9	0.8	7.6	5.3
32	Cc1ccc(C)c(C(O)CN2CCN(c3ncccn3)CC2)c1 (stereo not drawn)	1.1	7.4	9.0	0.1	-0.8	0.0	5.4	0.8
33	Cc1sc(NC(=O)COc2ccccc2C#N)nc1-c1ccc(F)cc1	2.0	6.3	5.8	4.2	0.0	-3.9	-6.1	1.2
34	CC(=O)c1ccc(N2CCN(C(=O)c3ccc4noc(-c5ccccc5)c4c3)CC2)c(F)c1	-9.4	-13.9	-62.6	-6.5	-1.7	0.0	2.1	-0.3
35	COc1cc(-c2ccno2)ccc1S(=O)(=O)Nc1ccc(C)c(F)c1	4.3	-10.6	-0.4	1.7	0.3	-0.1	0.6	-0.3
36	CNC(=O)c1ncn2c1C(=O)N(C1CC1)C(C)(C(=O)NCc1ccc(OC)cc1)C2 (stereo not drawn)	2.3	-3.0	0.0	-0.4	-2.3	-1.6	9.0	-6.2

# (continued)
No.	SMILES	USP28 inh	OTUD3 inh	USP30 block	USP10 inh	USP17 inh	UCHL1 inh	USP8 block	USP7 inh
37	N#Cc1c2n(c(=O)n(CC(=O)N(Cc3ccc(F)cc3)C3CCCCC3)c1=O)CCC2	-1.3	-3.5	-35.6	-9.3	7.6	-2.6	10.9	-30.0
38	COC(=O)C1CCN(C(=O)CC[C@H]2CNC(=O)[C@@H]3[C@@H](CCN3Cc3ccccn3)N2C)CC1	nt	-8.5	nt	-4.6	-158.4	-7.7	-21.0	-29.5
39	Cc1cc2cc3c(cc2n2c(=O)n(CCN4CCCC4)nc12)OCO3	10.4	4.2	41.5*	0.7	47.4*	0.6	7.6	3.3
40	CCc1ccc(N(CC(=O)NC2CCCCC2)C(=O)CCC(=O)Nc2ccccn2)cc1	0.8	10.1	19.2	-0.8	10.3	0.4	13.4	3.0
41	CC(=O)N[C@@]12CN(CC(=O)Nc3cccc(F)c3)CC[C@@H]1[C@@H](c1ccccc1)N(C)C2	1.7	-2.0	3.1	-1.5	-3.4	1.0	-1.1	2.5
42	COc1ccc(CN2C(=O)C3C(C(=O)Nc4ccc(F)cc4)C4(C)C=CC3(O4)C2C(=O)NC2CCCCC2)cc1 (stereo not drawn)	6.9	8.3	6.4	-2.0	-6.6	0.4	-9.7	-14.9
43	COc1ccc(NC(=O)C2CC(=O)Nc3nc(SCc4ccccc4)nn32)cc1 (stereo not drawn)	0.7	-2.9	9.5	15.0	-1.7	-0.7	4.4	3.4
44	Cc1cc(C)cc(NC(=O)N2CCC(c3nc4cccnc4n3C)C2)c1 (stereo not drawn)	-53.2	-36.4	-108.7	-6.1	-38.5	-4.0	-16.5	-8.9
45	O=C(c1cccc(S(=O)(=O)Nc2ccc(F)cc2)c1)N1CCCc2ccccc21	8.7	-3.5	0.1	7.8	5.4	2.5	0.8	1.9
46	CC(C)NC(=O)Cn1ccn2nc(-c3ccc(Cl)cc3)cc2c1=O	18.2	-0.6	46.5*	22.7	82.4*	2.5	17.9	20.2

# Further compounds
No.	SMILES	USP28 inh	OTUD3 inh	USP30 block	USP10 inh	USP17 inh	UCHL1 inh	USP8 block	USP7 inh
47	O=S(=O)(NC1=NCN(CCCO)CN1)c1ccc(Cl)cc1	-8.0	-6.0	-6.1	1.0	-3.0	0.5	5.5	0.5
48	Cc1ccc(NC(=O)c2cc(-c3cccnc3)n[nH]2)cc1F	34.4*	29.0	48.6*	25.7	39.9*	11.9	99.0*	-1.6
49	Cc1cc(F)ccc1NS(=O)(=O)c1ccc2c(c1)NC(=O)CCS2	nt	-4.9	nt	-1.7	-8.2	-1.5	0.0	-6.8
50	CN1C[C@H]2CCN(S(=O)(=O)c3ccc(OC(F)(F)F)cc3)C[C@H]21	nt	5.4	nt	-1.2	-6.6	0.4	-7.6	2.6
51	O=C(CN1C(=O)C2CCCC2=Nc2ccccc21)Nc1ccc(F)cc1F (stereo not drawn)	7.7	10.0	32.2*	2.4	59.2*	2.0	29.3	-1.3
52	O=C(CC(c1cccc(F)c1)n1cccc1)Nc1ccc2c(c1)OCO2 (stereo not drawn)	8.1	2.8	0.0	6.8	21.6	6.2	44.8*	-0.6
53	COc1ccc(CCNC(=O)Cc2cc(-c3ccc(F)cc3F)on2)cc1OC	-4.4	-5.0	-8.4	-6.0	-0.2	-6.0	22.4	-4.2
54	CCN1C[C@H]2CCN(C(=O)c3ccncc3)CC[C@H]2S1(=O)=O	-8.3	-4.5	-0.1	-0.1	-5.2	-3.4	-28.3	2.8
55	CC(=O)N1CCC(Cc2nc(C)cc(-c3nc(C)cs3)n2)CC1	2.4	5.7	13.1	0.0	-0.6	2.6	0.6	4.9
56	O=C(NC1(c2nc(-c3cnccn3)no2)CCCCC1)c1ccn[nH]1	5.2	4.4	12.8	-0.1	10.8	0.0	4.4	0.7

# Remaining list, next part:
No.	SMILES	USP28 inh	OTUD3 inh	USP30 block	USP10 inh	USP17 inh	UCHL1 inh	USP8 block	USP7 inh
57	N#Cc1ccc(NC(=O)c2ccc(S(=O)(=O)N3CCCCC3)cc2)cc1	25.9	5.8	53.9*	13.5	17.4	5.2	19.5	-10.8
58	CCc1cc(=O)oc2c(C)c(OCC(=O)NCc3ccccn3)ccc12	15.6	7.1	8.8	7.3	11.5	3.6	9.0	9.8
59	O=C(CCc1nc2ccccc2s1)N1CCCC(c2[nH]nc3nccnc23)C1 (stereo not drawn)	nt	-4.2	nt	-1.1	-2.9	1.5	3.3	3.3
60	COc1ccc(C(=O)N[C@H]2[C@H](O)[C@H](O)C[C@@H]2c2ccccc2C)cc1	1.6	0.2	-43.1	-0.2	9.8	-0.3	0.8	0.5
61	COC(=O)c1ccccc1SCc1nc(OC)cc(OC)n1	11.2	11.2	12.0	0.3	3.3	1.3	5.5	4.0
62	CCn1nc(C(=O)N2[C@@H](CNC(C)=O)C[C@]3(C)[C@H]2CCCC[C@]3(C)O)cc1C	0.5	-0.2	12.6	6.6	3.3	0.5	4.5	0.9
63	Cc1ccccc1CN1CCC2(CCN(S(=O)(=O)c3ccccc3)C2)C1 (stereo not drawn)	12.4	16.5	19.7	-0.4	2.8	5.3	-8.8	8.6
64	CCOC(=O)C1CCCN(c2c(S(=O)(=O)c3ccc(CC)cc3)cnc3ccc(OC)cc23)C1 (stereo not drawn)	-8.3	-0.9	-1.8	4.5	-0.9	6.2	8.6	5.5

# Screening data deposited in PubChem by Dana-Farber Cancer Institute and Novartis Institutes for BioMedical Research (Cambridge, Mass).
